# Screening results deposited in PubChem by several laboratories.
# MEKK3 PB1 HTS: raises or lowers MEK5 binding to the human MEKK3 PB1 domain; bead-based flow cytometry, Alexa488-MEK5 binding to MEKK3; actives lie on both sides; 0 = blocked by unlabeled MEK5, 100 = vehicle; binding response (% of control), % at 10 µM; Q99759; 1.4% of 290,000 active; AID 1529;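 active = binding response more than 3 SD above or below the average of its plate-row segment, actives on both sides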;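 also: Alexa488 bead fluorescence after subtracting the streptavidin-only scavenger bead signal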
# Target sequence (Q99759 whole entry, looked up, the tested form may be a part): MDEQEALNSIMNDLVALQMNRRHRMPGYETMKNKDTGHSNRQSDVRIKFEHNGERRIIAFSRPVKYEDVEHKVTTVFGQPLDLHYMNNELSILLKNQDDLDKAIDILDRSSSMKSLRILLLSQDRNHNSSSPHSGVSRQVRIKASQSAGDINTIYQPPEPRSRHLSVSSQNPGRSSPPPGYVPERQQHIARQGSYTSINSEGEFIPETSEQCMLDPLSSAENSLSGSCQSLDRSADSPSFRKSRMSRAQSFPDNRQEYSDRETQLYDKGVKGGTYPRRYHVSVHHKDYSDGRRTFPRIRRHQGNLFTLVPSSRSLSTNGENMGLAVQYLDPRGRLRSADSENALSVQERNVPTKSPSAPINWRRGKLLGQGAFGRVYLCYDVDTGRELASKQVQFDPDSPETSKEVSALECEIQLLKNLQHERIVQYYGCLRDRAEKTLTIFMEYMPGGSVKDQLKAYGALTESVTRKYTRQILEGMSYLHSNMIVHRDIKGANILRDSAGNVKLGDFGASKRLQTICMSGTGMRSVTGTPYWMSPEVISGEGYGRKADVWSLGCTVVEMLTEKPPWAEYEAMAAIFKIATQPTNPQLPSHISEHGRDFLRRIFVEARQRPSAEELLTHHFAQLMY
# CRFR2-BP ag: CRF-BP/CRF-R2 complex agonism; HEK293 CRF-R2/CRF-BP, calcium dye fluorescence (FLIPR); percent of saturating CRF peptide response; activation, % at 13.2 µM; 0.46% of 350,000 active; AID 588473;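 active = activation of at least 50%, plus an integration ratio under a set limit after plate pattern correction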;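 also: plate controls were neutral control wells without compound for no effect and CRF at EC100 for full effect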
# PHOSPHO1 block: inhibitors of human PHOSPHO1 phosphatase; 1.1% of 290,000 active; recombinant PHOSPHO1, absorbance phosphatase assay; inhibition, % at 13.3 µM; Q8TCT1; in the data active = inhibition above about 60%
# CRFR2-BP antag: blocks CRF-induced signaling of the CRF-BP/CRF-R2 complex; HEK293 CRF-R2/CRF-BP, CRF-induced calcium fluorescence; 0.59% of 350,000 active; inhibition, % at 11.8 µM;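 active = inhibition of the ligand-induced calcium signal above about 50% at the single tested concentration, limit read from the data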
# pCIP destab: p/CIP protein destabilization | F442A p/CIP-EGFP cells, EGFP fluorescence, 16 h | Q05BA5 | 0.01% of 290,000 active | AID 1984 | decrease of EGFP signal, % at 10 µM;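 active = EGFP signal decrease of at least 30% at 10 µM or well 3 SD below plate mean, unless failing retest; inactive = the rest, including hits failing retest or dose response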; also: some compounds called inactive have numbers as strong as hits; many of its hits are not listed in these tables
# IDE cell activ: activators of human insulin-degrading enzyme in cells. P14735. HEK cells, FAbeta-B cleavage, fluorescence polarization; 0% vehicle, 100% cell-free pure enzyme wells. activation, % at 5.96 µM. 0.073% of 340,000 active;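 active = activation above the mean of all tested compounds plus 3 SD, set per screening campaign, cut at about 17% in these data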
# GalR3 antagonist: blocks the human galanin receptor 3; HEK293 GalR3-CNG cAMP membrane potential fluorescence; galR3 body fused to GalR1 C-terminus; O60755; 0.44% of 360,000 active; inhibition, % at 3 µM;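 active = inhibition above the screen-wide average plus 3 SD, cut at about 13% in these data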;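 also: forskolin and galanin both at EC90 stimulate the cells; cAMP rise reported by CNG channel membrane potential dye signal; 0% = forskolin plus galanin with DMSO and 100% = forskolin alone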
# Target sequence (O60755 1-299 limits assumed): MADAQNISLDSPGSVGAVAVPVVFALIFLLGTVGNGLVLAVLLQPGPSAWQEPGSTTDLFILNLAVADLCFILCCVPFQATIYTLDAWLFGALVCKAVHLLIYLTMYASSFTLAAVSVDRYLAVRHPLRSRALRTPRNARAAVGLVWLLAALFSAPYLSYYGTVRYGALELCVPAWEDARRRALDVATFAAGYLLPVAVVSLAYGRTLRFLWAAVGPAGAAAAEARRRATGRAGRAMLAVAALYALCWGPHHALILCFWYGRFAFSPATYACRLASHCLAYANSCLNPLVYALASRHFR
# IDE inh: inhibitors of human insulin-degrading enzyme in cells | P14735 | HEK cells, FAbetaB cleavage, fluorescence polarization | inhibition, % at 5.59 µM | 0.41% of 320,000 active | AID 434962;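 active = percent inhibition above the average of all tested compounds plus 3 SD, set per screening campaign, cut at about 16% in these data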;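 also: IDE supplied by intact live HEK cells; FP after avidin binding of uncleaved biotin substrate so inhibition keeps polarization high; 0% = DMSO wells and 100% = 60 µM reference IDE inhibitor Ii1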
# M4 PAM: positive allosteric modulators of human muscarinic M4 receptor; CHO-K1 hM4/Gqi5, Fluo-8 calcium fluorescence, ACh EC20; 0% = ACh EC20, 100% = maximal ACh; P08173; 0.4% of 360,000 active; AID 624126; activation, % at 3 µM;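 active = activation above its plate's cutoff, the mean activation of sample wells plus 3 SD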; also: some results filed as inactive read as strong as hits
# Numbers without * were called inactive; nt = no result given.
SMILES,MEKK3 PB1 HTS,CRFR2-BP ag,PHOSPHO1 block,CRFR2-BP antag,pCIP destab,IDE cell activ,GalR3 antagonist,IDE inh,M4 PAM
COC(=O)c1ccc(COc2ncnc3ccccc23)o1,99,-1.7,32,-3,-7,-7,-9,0,4
COc1cccc(OC)c1C(=O)Nc1ccc2c(c1)CCCN2S(=O)(=O)c1ccc(C)cc1,98,0.3,8,7,3,4,-4,1,-11
O=C(Nc1nccs1)c1cc2sccc2n1Cc1ccc(F)cc1,97,0.3,16,-28,4,8,-7,2,8
CS(=O)(=O)c1ccc2nc(NC(=O)c3cccs3)sc2c1,101,2.8,4,-13,8,1,3,-2,3
O=C(NCCc1ccc(Cl)cc1)C1CCC(CNc2nc(=S)[nH]c3ccccc23)CC1 (stereo unspecified),104,-2.4,20,-3,10,0,-5,-7,-3
CSCC[C@H](NS(=O)(=O)c1ccc(C)cc1)C(=O)N1CCC(C(=O)N[C@@H](Cc2ccccc2)C(=O)O)CC1,100,-0.8,34,1,-7,9,-5,1,-7
CCOC(=O)NC1(C(F)(F)F)C(=O)N(Cc2ccccc2)C2=C1C(=O)CC(C)(C)C2 (stereo unspecified),98,0.7,8,4,-3,1,-2,-1,-5
Cc1ccc(C(=O)n2nc(-c3ccco3)nc2N)cc1,105,-1.8,7,-17,-12,6,2,9,18
Cc1cccc2sc(NS(C)(=O)=O)nc12,93,-0.6,28,15,-5,0,-4,3,-2
COc1cc(/C=N/n2c(-c3cc(C)[nH]n3)n[nH]c2=S)cc(OC)c1O,104,3.5,-25,6,-15,1,-7,1,-10
Cc1ccc(OCC(=O)NCC(=O)n2nc(C)cc2C)cc1,nt,-1.1,-14,11,-11,1,-2,6,2
N/C(=N\OC(=O)CSc1ccccc1)c1ccncc1,100,0.5,-64,10,-15,0,-3,-1,5
O=C(NC1CCS(=O)(=O)C1)C1CCCN(S(=O)(=O)c2ccc(Cl)cc2)C1 (stereo unspecified),102,0.6,-8,-10,-1,-3,2,3,-4
Cc1cccn2c(=O)c(/C=C(\C#N)C(=O)NC3CCS(=O)(=O)C3)c(Oc3ccc(F)cc3)nc12 (stereo unspecified),104,7.1,40,-9,0,1,-7,-2,4
O=C(C1CCCCC1)N1C[C@@H](O)[C@H](n2cc(-c3ccc(F)cc3)nn2)C[C@@H]1c1ccccc1,nt,-1.2,nt,-11,nt,nt,-8,nt,9
CC(=O)NC(CCS(C)(=O)=O)C(=O)N1CCc2ccccc21 (stereo unspecified),94,-1.7,-4,4,-8,1,-4,1,0
O=C(Nc1ccc(Cl)cc1)Nc1nnc(CSCc2ccccc2)s1,108,-2.5,-19,10,-8,4,-12,4,29*
Cc1cccc([C@@H]2[C@@H]3C(=O)N(Cc4ccccc4)C(=O)[C@@H]3[C@]3(CC(C)C)C(=O)N(c4cccc(Cl)c4)C(=O)N23)c1,101,0.8,10,-14,0,11,-4,0,9
C(=N\N1CCN(C2c3ccccc3-c3ccccc32)CC1)/c1ccncc1,105,0.0,3,2,4,3,-4,0,8
CCOC(=O)/C(=N/Nc1ccccc1)Sc1nnnn1-c1ccc(C)cc1,129*,-2.4,-22,-3,-1,7,-9,3,15

# Some of the entries so far, bar-delimited.
SMILES | MEKK3 PB1 HTS | CRFR2-BP ag | PHOSPHO1 block | CRFR2-BP antag | pCIP destab | IDE cell activ | GalR3 antagonist | IDE inh | M4 PAM
Cc1ccc(C(=O)n2nc(-c3ccco3)nc2N)cc1 | 105 | -1.8 | 7 | -17 | -12 | 6 | 2 | 9 | 18
Cc1cccc2sc(NS(C)(=O)=O)nc12 | 93 | -0.6 | 28 | 15 | -5 | 0 | -4 | 3 | -2
COc1cc(/C=N/n2c(-c3cc(C)[nH]n3)n[nH]c2=S)cc(OC)c1O | 104 | 3.5 | -25 | 6 | -15 | 1 | -7 | 1 | -10
Cc1ccc(OCC(=O)NCC(=O)n2nc(C)cc2C)cc1 | nt | -1.1 | -14 | 11 | -11 | 1 | -2 | 6 | 2
N/C(=N\OC(=O)CSc1ccccc1)c1ccncc1 | 100 | 0.5 | -64 | 10 | -15 | 0 | -3 | -1 | 5
O=C(NC1CCS(=O)(=O)C1)C1CCCN(S(=O)(=O)c2ccc(Cl)cc2)C1 (stereo unspecified) | 102 | 0.6 | -8 | -10 | -1 | -3 | 2 | 3 | -4
Cc1cccn2c(=O)c(/C=C(\C#N)C(=O)NC3CCS(=O)(=O)C3)c(Oc3ccc(F)cc3)nc12 (stereo unspecified) | 104 | 7.1 | 40 | -9 | 0 | 1 | -7 | -2 | 4
O=C(C1CCCCC1)N1C[C@@H](O)[C@H](n2cc(-c3ccc(F)cc3)nn2)C[C@@H]1c1ccccc1 | nt | -1.2 | nt | -11 | nt | nt | -8 | nt | 9
CC(=O)NC(CCS(C)(=O)=O)C(=O)N1CCc2ccccc21 (stereo unspecified) | 94 | -1.7 | -4 | 4 | -8 | 1 | -4 | 1 | 0
O=C(Nc1ccc(Cl)cc1)Nc1nnc(CSCc2ccccc2)s1 | 108 | -2.5 | -19 | 10 | -8 | 4 | -12 | 4 | 29*
Cc1cccc([C@@H]2[C@@H]3C(=O)N(Cc4ccccc4)C(=O)[C@@H]3[C@]3(CC(C)C)C(=O)N(c4cccc(Cl)c4)C(=O)N23)c1 | 101 | 0.8 | 10 | -14 | 0 | 11 | -4 | 0 | 9

# The listing continues:
SMILES,MEKK3 PB1 HTS,CRFR2-BP ag,PHOSPHO1 block,CRFR2-BP antag,pCIP destab,IDE cell activ,GalR3 antagonist,IDE inh,M4 PAM
CN(C)/C(=C\C(=O)c1ccccc1)C(=O)c1ccccc1,nt,-0.4,nt,18,nt,8,-5,nt,1
Cc1sc2nc(C(C)Nc3ccccc3N3CCOCC3)[nH]c(=O)c2c1C (stereo unspecified),99,0.6,34,-23,-2,4,-3,2,-4
CCn1c(COc2ccccc2C)nnc1SCC(=O)OC,101,-0.1,-12,1,0,5,-2,0,11
CCOC(=O)c1cc2occc2n1Cc1ccc(F)cc1,100,0.6,-7,3,-18,-3,-1,-1,-8
Cc1cc(-c2ccc(C)c(S(=O)(=O)N3CC(=O)Nc4ccccc43)c2)on1,103,-1.5,16,-11,2,5,1,6,-4
O=C(COC(=O)/C=C/c1ccc(OC(F)F)cc1)NC(=O)NCc1ccccc1,nt,7.6,nt,10,nt,-4,0,2,0
CCOCC(=O)Nc1ncc(S(=O)(=O)c2ccc([N+](=O)[O-])cc2)s1,77,1.8,30,-6,0,4,-2,5,0
COc1ccc(CCNS(=O)(=O)c2cnc(Cl)c(Br)c2)cc1OC,108,5.6,33,11,-16,1,-5,-3,-6
CC(C)(c1ccc(O)cc1)c1ccc(O)cc1,98,3.1,27,8,-15,6,-6,2,-5
O=S(=O)(c1ccccc1F)N1CCN(CCc2ccccc2)CC1,100,7.9,19,-9,-11,-2,-9,-2,-18
C#CCOCCOCCOCCNc1nc(N2CCN(C(=O)Cn3cc(CC(C)O)nn3)CC2)nc(N2CCN(C(=O)[C@H](CCCCN)n3cc(CC(C)O)nn3)CC2)n1 (stereo partly specified),nt,-1.0,nt,25,nt,6,-7,nt,6
CCCCCCN(C(=O)CCCCCN1C(=O)NC(c2ccc(-c3ccccc3)cc2)C(C(=O)OCc2ccccc2)=C1C)C(C(=O)NCCCC)c1ccccc1 (stereo unspecified),97,nt,18,nt,-17,nt,-3,nt,nt
COc1cc(C#N)c(N=C(SCC#N)N2CCOCC2)cc1OC,100,1.3,6,11,-9,2,5,-3,5
CC1=NCCN1S(=O)(=O)c1cc([N+](=O)[O-])ccc1Cl,97,-3.4,30,8,3,-3,-4,1,5
Cc1cc(-c2nnc3n2N=C(C(C)(C)C)CS3)n[nH]1,105,0.3,6,-3,-2,-1,-3,5,3
CC(=O)c1c(C)[nH]c(C(=O)OCC(=O)Nc2sc3c(c2C#N)CCCC3)c1C,93,2.1,-5,-12,-36,-3,-4,0,-3
Cc1ccc(O)c(/C=N/NC(=O)CN2CCCC2)c1,101,1.3,24,0,9,3,-2,1,6
OCC(CO)(CO)NC(=S)Nc1cc(Cl)cc(Cl)c1,105,2.1,-16,11,0,-4,-3,1,0
CN(c1ccc(S(=O)(=O)N2CCOCC2)cn1)C1CCCCC1,92,0.1,3,-6,-7,4,-1,-1,7
O=c1[nH]c2ccccc2nc1/C=C/c1ccc(Cl)cc1,91,5.3,-34,-13,-8,-8,-1,1,3

# Single records (already shown). Screens in order: MEKK3 PB1 HTS, CRFR2-BP ag, PHOSPHO1 block, CRFR2-BP antag, pCIP destab, IDE cell activ, GalR3 antagonist, IDE inh, M4 PAM
# Record of CN(c1ccc(S(=O)(=O)N2CCOCC2)cn1)C1CCCCC1 : 92, 0.1, 3, -6, -7, 4, -1, -1, 7
# Record of CCOCC(=O)Nc1ncc(S(=O)(=O)c2ccc([N+](=O)[O-])cc2)s1 : 77, 1.8, 30, -6, 0, 4, -2, 5, 0

# Following part.
SMILES,MEKK3 PB1 HTS,CRFR2-BP ag,PHOSPHO1 block,CRFR2-BP antag,pCIP destab,IDE cell activ,GalR3 antagonist,IDE inh,M4 PAM
COCCNC(=O)CC(=O)N/N=C/c1ccc(C(=O)OC)cc1,84,2.8,29,0,-10,-2,-5,-1,5
COC(=O)Nc1nc2ccc(Br)cc2s1,96,-1.5,28,0,-2,1,-2,1,-3
COc1ccc(OC)c(NS(=O)(=O)c2ccc3c(c2)n(C)c(=O)n3C)c1,96,-0.6,5,-3,-5,-3,-1,10,-3
C=CCn1c(COc2ccc(Cl)cc2)nnc1SCc1ccc(C#N)cc1,89,-1.2,88*,37,-4,-5,-4,6,-2
Cc1c(C=O)c2ccccn2c1C(=O)c1ccccc1Cl,102,-1.7,28,-3,-3,4,-11,-4,-17
Cc1cc2cc(CCNC(=O)C3c4ccccc4Oc4ccccc43)c(=O)[nH]c2cc1C,107,nt,-9,nt,1,nt,nt,0,nt
Cn1c(=O)[nH]c(=O)c2c1nc(N)n2Cc1ccccc1,99,-0.4,18,-7,0,3,-9,-1,-2
CC(C)CNC(=O)c1ccc2c(c1)C(=O)N(Cc1ccco1)C2=O,104,-0.5,-3,5,-9,-1,-5,-6,-4
N#Cc1sc2nc(-c3cccs3)cc(-c3ccc(F)cc3)c2c1N,104,4.0,-5,-28,-45,2,-11,-3,7
Cc1c(C(=O)N(Cc2ccccc2Cl)C2CCS(=O)(=O)C2)oc2ccccc12 (stereo unspecified),98,0.8,44,-16,3,1,nt,4,4
O=C(N/N=C/c1ccc2c(c1)OCO2)c1ccc(NC(=O)c2ccc(F)cc2)cc1,98,-1.2,31,16,-19,0,-7,4,-6
O=C(C1CCN(S(=O)(=O)c2cccs2)CC1)N(c1ccccn1)C1CCCCC1,101,-2.7,-8,-20,-6,0,0,-1,8
CCN(CC)c1ccc(NC(=O)c2cccnc2)c(C)c1,87,-0.5,15,11,-2,3,-3,3,11
CCSc1nnc(NC(=O)CSc2nccn2-c2cccc(C)c2)s1,109,-6.0,58,10,-8,2,-1,-4,-4
COc1ccccc1N1CCN(C(=O)CSc2ccc3c(C)cc(C)nc3n2)CC1,98,-1.0,-15,13,-21,2,-2,5,6
Cc1ccc(C)c(OCCC(=O)Nc2ccc3c(c2)OCO3)c1,nt,0.1,nt,9,nt,4,-7,-7,14
CC(NS(=O)(=O)c1ccc(CCC(=O)NCC2CCCO2)cc1)c1ccccc1 (stereo unspecified),97,0.8,-45,1,1,6,1,-3,4
CCOC(=O)C1(Cc2ccccc2C)CCCN(C(=O)c2ccnn2C)C1 (stereo unspecified),90,1.7,41,17,1,-2,-1,1,2
O=C(Nc1nc2c(s1)CN(Cc1ccccc1)CC2)C1CCCC1,101,1.4,17,-12,4,0,-9,2,-10
O=C(NCc1ccc(F)cc1)C1CCCN(S(=O)(=O)c2ccc(Br)s2)C1 (stereo unspecified),106,0.8,36,2,-1,0,-11,-2,2

# Compounds were not picked by outcome; about 4.2% have a hit in one of these screens.
